Hck Nef HTS = inhibitors of human Hck kinase activated by Nef; P08631; Recombinant Hck-YEEI plus Nef, Z-Lyte FRET kinase assay; inhibition, % at 20 µM; 220,000 compounds, 0.68% hits;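 active = Hck-Nef kinase inhibition above about 50%, limit read from the data; inactive = inhibition below that limit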;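 note: 0% = DMSO with Hck plus Nef and 100% = Hck alone without Nef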
Target sequence (P08631 whole entry, looked up): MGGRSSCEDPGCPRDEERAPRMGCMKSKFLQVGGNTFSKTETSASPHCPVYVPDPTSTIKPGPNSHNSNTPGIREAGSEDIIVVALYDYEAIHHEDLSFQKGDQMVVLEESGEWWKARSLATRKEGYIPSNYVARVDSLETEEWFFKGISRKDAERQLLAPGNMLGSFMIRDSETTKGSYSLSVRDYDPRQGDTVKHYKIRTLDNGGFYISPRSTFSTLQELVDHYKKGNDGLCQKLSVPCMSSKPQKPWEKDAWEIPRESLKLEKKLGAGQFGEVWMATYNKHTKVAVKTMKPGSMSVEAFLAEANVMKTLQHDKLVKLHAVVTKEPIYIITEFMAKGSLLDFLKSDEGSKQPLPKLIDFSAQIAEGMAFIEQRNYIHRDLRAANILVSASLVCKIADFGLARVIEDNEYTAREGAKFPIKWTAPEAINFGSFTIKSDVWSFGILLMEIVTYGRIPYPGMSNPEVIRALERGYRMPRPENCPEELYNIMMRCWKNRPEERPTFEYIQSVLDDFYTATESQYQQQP
KCC2 mod = modulators of human KCC2 chloride dependent transport; Q9H2X9; KCC2 cells, thallium flux FluoZin-2 fluorescence; B-score of Tl+ flux slope (higher = more flux/activation; lower = inhibition) at 10 µM; 190,000 compounds, 2.2% hits;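 active = thallium flux slope and its plate-corrected score both differing from the plate sample mean at a set confidence after two filtering rounds, in either direction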;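 note: slope of fluorescence scaled to starting intensity during 10 to 20 s after thallium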
FXIa inh 1536 = inhibitors of human coagulation factor XIa; AID 798; purified FXIa, Boc-Glu-Ala-Arg-AMC fluorogenic substrate; P03951; 220,000 compounds, 0.14% hits; inhibition, % at 5 µM;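 active = inhibition of at least 40%; inactive = inhibition below 40%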;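 note: fluorescence of freed AMC excited at 355 nm; 0% = enzyme without compound and 100% = no enzyme blank; many of its hits are not listed in these tables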
KLK5 inh = kallikrein 5 (human) inhibition. recombinant hK5, fluorogenic AMC substrate cleavage. inhibition, % at 5 µM. 210,000 compounds, 0.59% hits. AID 873;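 active = inhibition of 40% or more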;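 note: 0% = enzyme controls without compound and 100% = no-enzyme blanks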
Target sequence (Q9Y337 67-293 limits assumed): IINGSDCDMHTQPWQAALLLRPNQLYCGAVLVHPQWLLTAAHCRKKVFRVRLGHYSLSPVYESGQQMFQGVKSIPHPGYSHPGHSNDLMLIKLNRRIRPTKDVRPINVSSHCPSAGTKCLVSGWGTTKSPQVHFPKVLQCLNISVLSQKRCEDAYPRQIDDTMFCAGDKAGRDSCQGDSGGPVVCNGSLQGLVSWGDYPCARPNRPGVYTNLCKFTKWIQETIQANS
L929 necroptosis = L929 zVAD cell death inhibition; L929 zVAD necroptosis rescue, ATP luminescence, 24 h; with zVAD 60 µM; viability rescue, % at 10 µM; 220,000 compounds, 0.38% hits; AID 1377;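 active = activation, scaled between plate controls, above about 75%, limit read from the data; inactive = activation under that limit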;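 note: 0% = zVAD with DMSO and 100% = DMSO alone without zVAD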
TNF death inh = inhibitors of TNF-alpha induced necroptosis in Jurkat FADD-/- cells; Jurkat FADD-/- TNF necroptosis rescue, ATP luminescence, 24 h; 0 = TNF only, 100 = no-TNF cells; activation (protection from cell death), % at 10 µM; 220,000 compounds, 0.068% hits;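 active = activation, meaning protection from cell death, of at least 50% relative to plate controls; inactive = activation below 50%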;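 note: necroptosis triggered by 40 ng/mL TNF-alpha added together with compound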
FXIIa inh = factor XIIa (human) inhibition; P00748; purified FXIIa, Boc-QGR-AMC fluorogenic substrate, 2 h; inhibition, % at 5 µM; 220,000 compounds, 0.3% hits; AID 800; in the data active = inhibition above about 40%;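 note: 0% = enzyme with no compound and 100% = blank without enzyme; many of its hits are not listed in these tables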
Thrombin inh = blocks human thrombin protease activity. alpha-thrombin, Boc-VPR-AMC fluorogenic substrate cleavage. P00734. AID 1046. 220,000 compounds, 0.26% hits. inhibition, % at 5 µM;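 active = inhibition at or above 40%; inactive = inhibition below 40%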;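 note: 0% = enzyme with no compound and 100% = wells without enzyme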
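System: human alpha-thrombin protein; Compound dosing: one concentration per compound, 5 µM, with 0.2% DMSO; Timing: reaction at room temperature; Technique: AMC fluorescence, 355/460 nm; Controls: enzyme without compound as high, wells lacking enzyme as low.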
Rad51 HR inh = Rad51 (human) homologous recombination inhibition. inhibition, % at 10 µM. 200,000 compounds, 0.085% hits. AID 1385. hRad51 DNA strand exchange, fluorescence dequenching. Q06609;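 active = inhibition above 40% at the single screening dose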;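 note: 0% = DMSO control wells and 100% = blanks with heterologous ssDNA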
Target sequence (Q06609 whole entry, looked up): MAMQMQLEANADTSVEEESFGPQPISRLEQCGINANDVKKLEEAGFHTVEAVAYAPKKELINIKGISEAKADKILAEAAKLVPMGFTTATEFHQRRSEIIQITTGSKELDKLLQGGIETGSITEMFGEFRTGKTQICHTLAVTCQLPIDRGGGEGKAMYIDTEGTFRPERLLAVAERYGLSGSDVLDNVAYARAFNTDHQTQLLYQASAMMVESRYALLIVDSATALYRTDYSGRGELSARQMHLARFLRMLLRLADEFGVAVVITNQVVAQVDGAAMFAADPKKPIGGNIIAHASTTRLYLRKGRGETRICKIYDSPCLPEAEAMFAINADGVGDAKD
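Material: human Rad51–ssDNA filaments; Probe or stimulus: labelled 47-mer dsDNA for strand exchange; Doses: single 10 µM dose; Incubation: 37 °C 15-min filament assembly, 30-min compound preincubation, 15-min exchange; Technique: FRET fluorescence dequenching, excitation 485 nm, emission 520 nm; Measure: Fluorescence-based percent inhibition, control- and blank-normalised; Benchmarks: plate control and blank wells.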
An asterisk follows results filed as active. This is a subset; rates above refer to the full screens.

How did O=C(NCc1cccnc1)C1c2ccccc2C(=O)N1C1CCCCCC1 (stereo unspecified) do in these assays?
Hck Nef HTS: 0; KCC2 mod: -4.5*; FXIa inh 1536: 0; KLK5 inh: 4; L929 necroptosis: 1.5; TNF death inh: 0.8; FXIIa inh: 14; Thrombin inh: 6

Results for O=[N+]([O-])c1cc(Cl)ccc1N1CCN(c2cccc(C(F)(F)F)c2)CC1 ?
Hck Nef HTS: 0; KCC2 mod: -0.43; FXIa inh 1536: -2; KLK5 inh: -7; L929 necroptosis: 0.8; TNF death inh: 1.7; FXIIa inh: -1; Thrombin inh: -7; Rad51 HR inh: 6

What do the screens show for `Cc1cc(C)c2nc(SCC(=O)N3CC(=O)Nc4ccccc43)c(C#N)cc2c1`?
Hck Nef HTS: 11; KCC2 mod: 2.4; FXIa inh 1536: 9; KLK5 inh: -10; L929 necroptosis: -1.0; TNF death inh: -11; FXIIa inh: 19; Thrombin inh: 5

Results for CSC1=NSC2=NC(=O)/C(=C/c3coc4ccc(O)cc4c3=O)C(=N)N12 ?
Hck Nef HTS: 35; KCC2 mod: inactive; FXIa inh 1536: -5; KLK5 inh: -30; L929 necroptosis: 1.5; TNF death inh: 0.1; FXIIa inh: -8; Thrombin inh: -7; Rad51 HR inh: inactive

Results for COc1cc(-c2nnc(-c3cccnc3)o2)cc(OC)c1OC ?
Hck Nef HTS: 2; KCC2 mod: -0.023; FXIa inh 1536: 14; KLK5 inh: -13; L929 necroptosis: 0.2; TNF death inh: -0.8; FXIIa inh: 21; Thrombin inh: -1; Rad51 HR inh: 7

How did Cc1onc(-c2c(F)cccc2Cl)c1C(=O)Nc1nc2ccccc2[nH]1 do in these assays?
Hck Nef HTS: -20; KCC2 mod: -1.6; FXIa inh 1536: -4; KLK5 inh: -51; L929 necroptosis: -0.6; TNF death inh: -1.2; FXIIa inh: 3; Thrombin inh: -1; Rad51 HR inh: -2

What do the screens show for `COc1ccccc1Oc1ccc(S(=O)(=O)Nc2cccnc2)cc1`?
Hck Nef HTS: 5; KCC2 mod: -0.92; FXIa inh 1536: 4; KLK5 inh: -14; L929 necroptosis: -1.0; TNF death inh: -7.9; FXIIa inh: 7; Thrombin inh: 5; Rad51 HR inh: 0

How did Cc1cccc(C)c1NC(=O)COC(=O)c1ccc2[nH]c3c(c2c1)CCCC3 do in these assays?
Hck Nef HTS: 16; KCC2 mod: 0.85; FXIa inh 1536: 29; KLK5 inh: 23; L929 necroptosis: -0.2; TNF death inh: 1.1; FXIIa inh: 36; Thrombin inh: 24; Rad51 HR inh: -8

Results for Cc1cccc(CSc2nnc(-c3cnccn3)n2C)c1 ?
Hck Nef HTS: -9; KCC2 mod: -0.32; FXIa inh 1536: 4; KLK5 inh: 3; L929 necroptosis: -0.1; TNF death inh: 2.2; FXIIa inh: 12; Thrombin inh: 3; Rad51 HR inh: 22

How did Cc1cc(=O)[nH]c(SCCCOc2ccc3c(c2)CCC3)n1 do in these assays?
Hck Nef HTS: -2; KCC2 mod: -1.4; FXIa inh 1536: 6; KLK5 inh: -10; L929 necroptosis: 0.7; TNF death inh: -0.3; FXIIa inh: 14; Thrombin inh: 3; Rad51 HR inh: -1

Results for COc1cc(OC)nc(NC(=O)CSc2nc3ccccc3o2)n1 ?
Hck Nef HTS: 11; KCC2 mod: 0.95; FXIa inh 1536: -2; KLK5 inh: 9; L929 necroptosis: -0.9; TNF death inh: -0.9; FXIIa inh: 10; Thrombin inh: 2; Rad51 HR inh: -1

Results for CCOC(=O)c1ccc(-n2c(CN3CCC(O)CC3)nc3ccc([N+](=O)[O-])cc3c2=O)cc1 ?
Hck Nef HTS: 8; KCC2 mod: 1.5; FXIa inh 1536: -2; KLK5 inh: 1; L929 necroptosis: 4.0; TNF death inh: -0.8; FXIIa inh: 8; Thrombin inh: -2; Rad51 HR inh: 2

What do the screens show for `CCOC(=O)C1CCN(S(=O)(=O)c2ccc(NC(C)=O)c(Cl)c2)CC1`?
Hck Nef HTS: 9; KCC2 mod: 0.66; FXIa inh 1536: -4; KLK5 inh: -4; L929 necroptosis: 0.3; TNF death inh: -0.6; FXIIa inh: 2; Thrombin inh: -6; Rad51 HR inh: -1

Results for CSc1ccc(C2C(C#N)=C(N)N(c3ccccc3)C3=C2C(=O)CCC3)cc1 (stereo unspecified) ?
Hck Nef HTS: -6; KCC2 mod: 0.079; FXIa inh 1536: -2; KLK5 inh: 2; L929 necroptosis: -2.0; TNF death inh: -2.9; FXIIa inh: 7; Thrombin inh: -4; Rad51 HR inh: -4

Results for Cc1ccc(S(=O)(=O)NCCC(c2ccccc2)c2ccco2)cc1 (stereo unspecified) ?
Hck Nef HTS: -2; KCC2 mod: 0.74; FXIa inh 1536: 15; KLK5 inh: -10; L929 necroptosis: 0.0; TNF death inh: -0.9; FXIIa inh: 3; Thrombin inh: -4; Rad51 HR inh: 28

What do the screens show for `Nn1c(SCc2cccc(Oc3ccccc3)c2)nnc1C(F)(F)F`?
Hck Nef HTS: -1; KCC2 mod: -0.3; FXIa inh 1536: 3; KLK5 inh: -13; TNF death inh: -1.5; FXIIa inh: 6; Thrombin inh: -3

Results for COc1ccc(NC(=S)N2CCCC2)c(OC)c1 ?
Hck Nef HTS: 6; KCC2 mod: 0.007; FXIa inh 1536: 2; KLK5 inh: -14; L929 necroptosis: 0.3; TNF death inh: 0.4; FXIIa inh: -2; Thrombin inh: -1; Rad51 HR inh: -4

What do the screens show for `CCOC(=O)c1ccc(-c2c(C(=O)OCC)oc3cc(O)c(CC)cc3c2=O)o1`?
Hck Nef HTS: 1; KCC2 mod: -1.8; FXIa inh 1536: 2; KLK5 inh: -3; L929 necroptosis: 0.3; TNF death inh: -1.3; FXIIa inh: 9; Thrombin inh: 3; Rad51 HR inh: 2

How did Cc1ccc(S(=O)(=O)Nc2cc(=O)[nH]c(SCc3ccccc3Cl)n2)cc1 do in these assays?
Hck Nef HTS: -1; KCC2 mod: 0.18; FXIa inh 1536: 9; KLK5 inh: -10; L929 necroptosis: 0.4; TNF death inh: -1.8; FXIIa inh: 8; Thrombin inh: 1

What do the screens show for `CCCCN(CC)CCCNC(=S)Nc1ccc2nc3n(c(=O)c2c1)CCCCC3`?
Hck Nef HTS: 8; KCC2 mod: -0.055; FXIa inh 1536: 6; KLK5 inh: -9; TNF death inh: 0.3; FXIIa inh: 13; Thrombin inh: -2; Rad51 HR inh: -38

Results for CCOC(=O)C1=C(CC)OC(N)=C(C#N)C1c1ccc(OC)c(OC)c1OC (stereo unspecified) ?
Hck Nef HTS: 17; KCC2 mod: 0.044; FXIa inh 1536: -4; KLK5 inh: -3; L929 necroptosis: 1.8; TNF death inh: -0.8; FXIIa inh: -2; Thrombin inh: -12; Rad51 HR inh: 4

What do the screens show for `O=C(CCN1C(=O)c2ccc([N+](=O)[O-])cc2C1=O)Nc1ccc(O)cc1C(=O)O`?
Hck Nef HTS: 20; KCC2 mod: 0.26; FXIa inh 1536: -2; KLK5 inh: 1; L929 necroptosis: 3.7; TNF death inh: 1.1; FXIIa inh: 7; Thrombin inh: -6; Rad51 HR inh: 0

Results for COc1cc(CNc2ccc(N3CCN(C(C)=O)CC3)cc2)ccc1OCc1ccccc1 ?
Hck Nef HTS: 26; KCC2 mod: 0.7; FXIa inh 1536: 1; KLK5 inh: 4; L929 necroptosis: 14; TNF death inh: 0.5; FXIIa inh: 8; Thrombin inh: -3; Rad51 HR inh: 1

Results for CN1CCc2cc3c(c4c2C1CC41CCC(=NO)CC1)OCO3 (stereo unspecified) ?
Hck Nef HTS: 3; KCC2 mod: -0.42; FXIa inh 1536: 0; KLK5 inh: -6; L929 necroptosis: 1.2; TNF death inh: -0.1; FXIIa inh: 11; Thrombin inh: -5; Rad51 HR inh: -11

How did O=S1(=O)CC(O)C(N2CCC(c3ccccc3)CC2)C1 (stereo unspecified) do in these assays?
Hck Nef HTS: 1; FXIa inh 1536: -5; KLK5 inh: -10; L929 necroptosis: -1.3; TNF death inh: -1.3; FXIIa inh: -1; Thrombin inh: 1; Rad51 HR inh: 1

How did O=C(CSCc1ccccc1)N/N=C/c1ccccc1OCc1ccccc1 do in these assays?
Hck Nef HTS: 0; KCC2 mod: 0.82; FXIa inh 1536: 5; KLK5 inh: -3; L929 necroptosis: 0.3; TNF death inh: -1.8; FXIIa inh: 11; Thrombin inh: -4; Rad51 HR inh: -6

Results for Cc1ccc2nc(SCC(=O)Nc3cccc(S(=O)(=O)N(C)C)c3)[nH]c2c1 ?
Hck Nef HTS: 2; KCC2 mod: -1.6; FXIa inh 1536: 3; KLK5 inh: 15; L929 necroptosis: 5.9; TNF death inh: 3.9; FXIIa inh: 7; Thrombin inh: -2; Rad51 HR inh: 4

What do the screens show for `CCOC(=O)C(=O)Nc1ccccc1C#N`?
Hck Nef HTS: 3; KCC2 mod: 0.59; FXIa inh 1536: 4; KLK5 inh: -3; TNF death inh: 0.9; FXIIa inh: 10; Thrombin inh: 4

How did COc1ccc(-c2nnn(CC(=O)NCc3ccccc3)n2)cc1OC do in these assays?
Hck Nef HTS: 9; KCC2 mod: 0.013; FXIa inh 1536: 7; KLK5 inh: -10; L929 necroptosis: -0.8; TNF death inh: -0.6; FXIIa inh: 15; Thrombin inh: 2; Rad51 HR inh: 4

What do the screens show for `COc1ccc(CNc2nc3c(c(=O)[nH]c(=O)n3C)n2CCCc2ccccc2)cc1`?
Hck Nef HTS: 1; KCC2 mod: -0.03; FXIa inh 1536: 4; KLK5 inh: -8; L929 necroptosis: 0.0; TNF death inh: -3.3; FXIIa inh: 13; Thrombin inh: -3; Rad51 HR inh: 7

Results for CCn1cc(C(=O)NCc2cccs2)c(=O)c2cc(S(=O)(=O)N3CCOCC3)ccc21 ?
Hck Nef HTS: -7; KCC2 mod: -0.62; FXIa inh 1536: 4; KLK5 inh: 3; L929 necroptosis: 1.3; TNF death inh: 0.2; FXIIa inh: 11; Thrombin inh: 1; Rad51 HR inh: -14

Results for O=C(Cn1cc(C(F)(F)F)ccc1=O)Nc1ccccc1 ?
Hck Nef HTS: 13; KCC2 mod: -0.079; FXIa inh 1536: 0; KLK5 inh: -6; L929 necroptosis: -0.3; TNF death inh: 0.9; FXIIa inh: 10; Thrombin inh: -3; Rad51 HR inh: -2

What do the screens show for `COc1ccc2nc(N3CCCCC3)c(C#N)cc2c1`?
Hck Nef HTS: 1; KCC2 mod: 0.14; FXIa inh 1536: -1; KLK5 inh: -2; L929 necroptosis: 0.4; TNF death inh: 0.1; FXIIa inh: 14; Thrombin inh: -3; Rad51 HR inh: -4

What do the screens show for `COc1ccc(CCNC(=O)C2Cc3ccccc3C(=O)O2)cc1` (stereo unspecified)?
Hck Nef HTS: 15; KCC2 mod: 0.81; FXIa inh 1536: -4; KLK5 inh: -7; L929 necroptosis: 2.4; TNF death inh: 0.5; FXIIa inh: 7; Thrombin inh: 3; Rad51 HR inh: 5

2 records picked at random from the list so far, as already listed:
What do the screens show for `COc1ccc2nc(N3CCCCC3)c(C#N)cc2c1`?
Hck Nef HTS: 1; KCC2 mod: 0.14; FXIa inh 1536: -1; KLK5 inh: -2; L929 necroptosis: 0.4; TNF death inh: 0.1; FXIIa inh: 14; Thrombin inh: -3; Rad51 HR inh: -4

What do the screens show for `Nn1c(SCc2cccc(Oc3ccccc3)c2)nnc1C(F)(F)F`?
Hck Nef HTS: -1; KCC2 mod: -0.3; FXIa inh 1536: 3; KLK5 inh: -13; TNF death inh: -1.5; FXIIa inh: 6; Thrombin inh: -3

Bioassay records as filed in PubChem.
